# Screens (PubChem BioAssay)
# CHO-K1 Ca PAM: nonselective calcium activators in parental CHO-K1 cells, primary screen, counter-screen for M1 PAM project, cell-based, Fluo-8 calcium fluorescence, full deck, 1536-well; actives 0.02% (n = 360,000); ATP EC20; 0% at ATP EC20, 100% at ATP max; AID 602247, 2012; activation, % at 3 µM;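 active = activation above the run cutoff, the mean activation of all test compounds plus 3 SD, cut at about 40% in these data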;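 also: peak over basal fluorescence ratio in a 140 s read after ATP addition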
# M4 ag: human M4 muscarinic receptor agonists, primary screen, CHO-K1 cells, Fluo-8 calcium fluorescence; AID 624127, 2012; activation, % at 3 µM; actives 0.14% (n = 360,000); CHO-K1 hM4/Gqi5; vehicle 0%, full acetylcholine response 100%;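 active = activation above the run mean over all test wells plus 3 SD, cut at about 32% in these data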;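 also: peak over basal fluorescence ratio per well then scaled between controls; 0% = DMSO wells and 100% = acetylcholine at EC100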
# Target sequence (P08173 whole entry, looked up): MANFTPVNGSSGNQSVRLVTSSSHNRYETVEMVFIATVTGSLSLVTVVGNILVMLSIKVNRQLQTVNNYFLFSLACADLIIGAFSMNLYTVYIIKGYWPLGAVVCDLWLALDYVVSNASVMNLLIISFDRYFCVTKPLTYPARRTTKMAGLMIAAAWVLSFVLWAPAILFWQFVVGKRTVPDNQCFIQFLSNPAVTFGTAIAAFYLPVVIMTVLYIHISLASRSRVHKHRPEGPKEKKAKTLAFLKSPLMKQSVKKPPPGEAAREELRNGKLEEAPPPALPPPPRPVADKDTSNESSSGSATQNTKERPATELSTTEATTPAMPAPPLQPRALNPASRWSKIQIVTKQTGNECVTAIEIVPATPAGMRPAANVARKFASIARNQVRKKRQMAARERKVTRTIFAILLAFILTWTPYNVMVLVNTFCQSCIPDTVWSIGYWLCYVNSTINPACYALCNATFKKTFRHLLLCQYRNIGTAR
# CHRM5 agonist: human M5 muscarinic receptor agonists, primary screen, CHO-K1 cells, Fluo-8 calcium fluorescence | Muscarinic acetylcholine receptor M5 (Homo sapiens), P08912 | CHO-K1 hM5 cells; 0% DMSO wells, 100% maximal acetylcholine response | activation, % at 3 µM | actives 0.19% (n = 360,000) | AID 624037, 2012;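 active = activation above the run's mean over test compounds plus 3 SD, cut at about 23% in these data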;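 also: signal is peak over basal fluorescence ratio across the kinetic read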
# Target sequence (P08912 whole entry, looked up): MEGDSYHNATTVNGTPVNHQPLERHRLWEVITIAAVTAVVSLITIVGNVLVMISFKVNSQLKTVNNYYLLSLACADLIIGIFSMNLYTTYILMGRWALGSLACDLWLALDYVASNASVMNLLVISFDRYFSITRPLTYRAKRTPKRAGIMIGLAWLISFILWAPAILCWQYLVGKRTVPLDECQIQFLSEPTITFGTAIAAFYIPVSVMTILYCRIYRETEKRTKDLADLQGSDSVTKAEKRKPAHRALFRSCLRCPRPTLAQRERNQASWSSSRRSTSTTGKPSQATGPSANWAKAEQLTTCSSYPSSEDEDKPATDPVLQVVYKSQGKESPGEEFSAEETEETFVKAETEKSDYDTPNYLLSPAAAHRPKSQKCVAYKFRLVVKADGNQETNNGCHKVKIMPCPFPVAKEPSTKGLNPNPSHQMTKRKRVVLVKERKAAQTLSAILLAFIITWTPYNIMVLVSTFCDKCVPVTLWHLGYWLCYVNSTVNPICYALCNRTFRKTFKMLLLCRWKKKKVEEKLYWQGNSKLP
# CHRM4 antagonist: human M4 muscarinic receptor antagonists, primary screen, CHO cells, Fluo-8 calcium fluorescence. inhibition, % at 3 µM. actives 0.73% (n = 360,000). CHO-hM4 cells, ACh EC80. Muscarinic acetylcholine receptor M4 (Homo sapiens), P08173;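 active = inhibition above its plate's cutoff, the mean inhibition of sample wells plus 3 SD, cut at about 27% in these data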;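 also: 0% = acetylcholine EC80 with DMSO and 100% = DMSO without agonist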
# CHRM4 PAM: human M4 muscarinic receptor positive allosteric modulators, primary screen, CHO-K1 cells, Fluo-8 calcium fluorescence; AID 624126, 2012; actives 0.4% (n = 360,000); activation, % at 3 µM; CHO-K1 hM4/Gqi5, ACh EC20; 0% = ACh EC20, 100% = maximal ACh; Muscarinic acetylcholine receptor M4 (Homo sapiens), P08173;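 active = activation above its plate's cutoff, the mean activation of sample wells plus 3 SD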; also: some results filed as inactive read as strong as hits
# M5 antag: human M5 muscarinic receptor antagonists, primary screen, CHO cells, Fluo-8 calcium fluorescence; actives 0.59% (n = 360,000); AID 624040, 2012; CHO-hM5 cells, ACh EC80; inhibition, % at 3 µM;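 active = inhibition above a per-plate cutoff, the mean of that plate's test compounds plus 3 SD, cut at about 27% in these data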;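 also: 0% = acetylcholine EC80 with DMSO and 100% = DMSO without agonist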
# CHO-K1 Ca antag: counter-screen for M1 antagonists: effect in parental CHO-K1 cells. ATP-induced calcium, Fluo-8 fluorescence. inhibition, % at 3 µM. actives 0.6% (n = 360,000);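 active = inhibition above a per-plate cutoff, the plate's mean sample inhibition plus 3 SD, cut at about 24% in these data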;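 also: 0% = DMSO plus EC80 ATP and 100% = DMSO alone without ATP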
# CHO-K1 Ca ag: counter-screen for M1 agonists: effect in parental CHO-K1 cells; actives 0.48% (n = 360,000); Fluo-8 calcium fluorescence; scaled to maximal ATP response, vehicle zero; activation, % at 3 µM; in the data active = activation above about 15%;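 also: untransfected CHO-K1 host cells lacking M1 receptor as counterscreen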
# CHRM5 PAM: human M5 muscarinic receptor positive allosteric modulators, primary screen, CHO-K1 cells, Fluo-8 calcium fluorescence. CHO-K1 hM5, ACh EC20 PAM; 0% = ACh EC20, 100% = ACh EC100. activation, % at 3 µM. actives 0.3% (n = 360,000). AID 624038, 2012;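 active = activation above the run cutoff, the mean activation of all test compounds plus 3 SD, cut at about 18% in these data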
#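 Probe or stimulus: acetylcholine, EC20 level; Assay system: human M5 receptor in CHO-K1 cells; Schedule: compound preincubation 140 s before EC20 acetylcholine addition; Technique: intracellular calcium via Fluo-8 fluorescence; Dosing: single-point, 3 µM nominal; Read-out basis: percent activation from peak-over-basal fluorescence ratio, scaled EC20-to-EC100 acetylcholine; Repeats: one well per compound, no replicates.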
# An asterisk follows results filed as active; & = joins results of further samples.
SMILES,CHO-K1 Ca PAM,M4 ag,CHRM5 agonist,CHRM4 antagonist,CHRM4 PAM,M5 antag,CHO-K1 Ca antag,CHO-K1 Ca ag,CHRM5 PAM
COc1cccc(OCCOc2c(OC)cccc2OC)c1,1,3,-1,-3,-4,3,13,0.3,2
Cc1ccc(C(=O)NCCNc2nc3cc(C)c(C)cc3cc2C)cc1,12,2,-2,0,-1,12,-1,0.9,-6
O=C(NC(NC(=S)Nc1ccccc1)C(Cl)(Cl)Cl)c1cccc(Cl)c1 (configuration not stated),-10,13,7,9,-5,44*,32*,14,-10
C=CCn1c(CCNC(=O)c2ccco2)nc2ccccc21,-1,2,-1,-6,0,8,-6,1.5,-1
O=C(C[C@@H]1C/C=C\C[C@H](NC(=O)OCC2c3ccccc3-c3ccccc32)C(=O)OC[C@@H]2CCCN2C1=O)N[C@H](CO)Cc1ccccc1,7,0,-1,0,-2,11,-7,0.2,-1
CCC(=O)Nc1nnc(S(=O)(=O)N(CC(C)C)c2ccccc2)s1,1,0,-3,-3,1,1,-9,-0.2,-1
COc1cc(/C=N/N2C(=O)CSC2=S)ccc1O,10,7,4,-6,0,5,-2,5.1,-7
CN1/C(=C\C(=O)Nc2ccc(F)cc2)C(C)(C)c2ccccc21,4,3,-6,0,-10,12,2,0.8,-10
CN1CCN(c2ccccc2NC(=O)c2ccc(N3CCCCC3)c([N+](=O)[O-])c2)CC1,7,6,-12,6,-8,12,-8,2.8,-7
O=C(CNC(=O)c1ccc(N2C(=O)c3ccccc3C2=O)cc1)OCC(=O)c1cccc2ccccc12,12,1,-3,0,2,-2,3,0.4,2
COc1cc(OC)c2c(-c3ccccc3)cc(=O)oc2c1C(CCN1CCCC1)c1ccc2c(c1)OCO2 (configuration not stated),9,5,-11,-3,5,4,2,1.9,-11
Cc1nc(C)c(C(=O)Nc2ccccc2-c2ccccc2)o1,20,1,-2,-18,17,-8,-10,0.2,1
CCC(CC)C(=O)c1c[nH]c(C(=O)NCCCN2CCOCC2)c1,10,0,-5,0,5,0,2,-0.1,2
CN1C(C(=O)Nc2ccc(OC(F)(F)F)cc2)=CC(c2ccc3c(c2)OCO3)=NS1(=O)=O,-10,2,-1,-1,-2,-5,-4,-0.1,-1
CCn1c(SCC(=O)NCc2cccs2)nnc1-c1ccco1,12,1,-1,-2,3,-3,-2,0.3,-1
N#C/C(=C(/O)COC(=O)c1ccc(Cl)c(S(=O)(=O)N2CCOCC2)c1)c1nc2ccccc2[nH]1,23,0,-4,5,0,6,-13,-0.3,3
Cc1ccc(NC(=O)c2cnccn2)nc1,12,0,-1,6,2,-2,-6,0.7,0
CN(Cc1ccc(C(F)(F)F)cc1)C(=O)C1CC(=O)N(Cc2ccco2)C1 (configuration not stated),18,2,-5,2,8,15,-18,-0.1,-4
CCS(=O)(=O)NCC(c1ccco1)N1CCN(c2ccccc2F)CC1 (configuration not stated),19,0,0,3,-7,0,-8,0.6,-1
CC(Oc1ccc(Cl)cc1Cl)C(=O)NCCCn1ccnc1 (configuration not stated),7,1,-13,-2,-4,2,-1,0.5,-7
COc1ccc(OCc2cccc(C(=O)O)c2)cc1,15,9,3,-4,4,6,2,3.1,-6
Cc1ccccc1CC1CCN(CCCNC(=O)Nc2ccccc2)CC1,16,4,-21,-6,-2,-2,-11,1.9,1
Cn1c(=O)cc(Nc2ccccc2)c2c(=O)n(-c3ccccc3)c(=O)n(-c3ccccc3)c21,24,1,4,10,-1,0,-14,0.5,9
CCC(C)(C)NC(=O)COc1ccc(OCc2ccccc2)cc1,5,14,4,-4,-9,17,-2,7.2,-13
CCCN(Cc1cc2cc(C)ccc2[nH]c1=O)S(C)(=O)=O,13,1,2,2,0,2,-6,0.7,-4
COc1cccc2c(=O)c3c(oc12)CCCC3,6,-1,-2,-3,9,11,-4,-0.3,6
CC1CN(CC(O)COc2ccc(C#N)cc2)CCN1CC(O)COc1ccc(C#N)cc1 (configuration not stated),13,4,-1,0,-2,9,-12,5.2,-1
COc1ccccc1N(CC(=O)NCCc1ccccc1)C(=O)CCC(=O)Nc1ccccn1,14,5,3,6,-4,7,-7,4.1,-5
CCCCNC(=O)CSc1nc2cc3c(cc2c(=O)n1Cc1ccco1)OCO3,3,2,-1,4,2,-1,-14,1.0,10
NC(=S)Nc1nccc(-c2cccs2)n1,5,2,-1,0,-4,6,-3,-0.1,2
O=C(Cn1cnc([N+](=O)[O-])c1)Nc1ccccc1C(F)(F)F,8,1,-1,-14,-1,-6,-4,-0.2,-1
CC(C)N1CCc2c(sc(NC(=O)c3ccc([N+](=O)[O-])o3)c2C(N)=O)C1,26,0,-5,4,2,-12,2,6.8,18
CC(C)C[C@H]1CN(CCCC[C@H]2CNC(=O)C(=O)N2CCc2ccccc2)C(=O)C(=O)N1CCC1CCCCC1,9,1,2,2,-4,5,-21,0.1,-3
COc1ccc(NC(=O)c2cccs2)cc1NC(=O)c1ccco1,-4,1,-3,1,1,2,3,-0.1,2
O=C(CSc1ccc2nnc(-c3ccccn3)n2n1)Nc1cccc(F)c1,-10,1,-3,6,1,10,5,0.7,-8
CC(=O)/C=C1\SC(CC(=O)O)C(=O)N1c1ccccc1 (configuration not stated),7,1,-1,-12,22*,-8,-18,0.7,12
CCOc1ccc(NC(=O)CSc2nnc(Cc3cccn3C)n2-c2ccc(F)cc2)cc1,38,-2,-1,-10,11,-2,-11,-0.3,0
COc1cccc(CNC(=O)COC(=O)CCc2cc(OC)c(OC)c(OC)c2)c1,6,3,4,4,-3,7,-19,3.2,-12
O=c1nc2n(c3sc4c(c13)CCCC4)C(CBr)CS2 (configuration not stated),5,0,-2,6,-6,-3,-7,-0.1,-2
CCN(C(=O)COC(=O)c1cccnc1Nc1cccc(C(F)(F)F)c1)C1CCS(=O)(=O)C1 (configuration not stated),6,2,-1,-1,-4,1,4,0.7,-2
CC(C)CC1Nc2ncnc(N3CCOCC3)c2N(Cc2ccccc2)C1=O (configuration not stated),-14&5,0&1,-1&3,10&-5,3&-5,20&-8,-4&0,-0.2&0.7,-20&0
COc1ccc(NC(=O)CN2CCC(C(=O)c3ccc(F)cc3)CC2)c(OC)c1,-9,4,-2,-5,2,0,-11,37*,-2
CC(Oc1ccc(Cl)cc1Cl)C(=O)Nc1cccc(O)c1 (configuration not stated),7,1,-2,-2,6,-5,-3,0.3,2
Cc1cn2c(=O)c(C(=O)N3CCN(c4ccccc4F)CC3)cnc2s1,23,1,2,-6,4,1,-7,0.1,-5
Cc1[nH]c2ccccc2c1C(=O)C(C)OC(=O)C1CCC1 (configuration not stated),-11,3,4,-11,5,-1,13,0.8,7
COc1ccc(C(=O)Nc2cc(S(=O)(=O)N3CCCCC3)ccc2C)cc1,-4,3,0,3,-7,-2,5,1.7,-3
Cc1ccccc1NC(=O)CCCN1C(=O)C2CC=CCC2C1=O (configuration not stated),3,1,-5,10,-1,17,-2,0.4,-2
COCCN(CCOC)c1cc(C)c(C#N)c2nc3ccccc3n12,23,0,-4,-1,19,4,-10,0.1,9
Cc1ccc(NC(=O)CCc2ccc(S(=O)(=O)N3CCOCC3)cc2)c(Cl)c1,16,3,-3,4,0,7,-9,1.2,-3
Cc1c(C(=O)N2CCN(C(=O)c3ccccc3)CC2)oc2ccc(F)cc12,-4,1,2,-1,2,3,-1,5.9,-1
C[C@H]1CN([C@@H](C)CO)C(=O)CCCn2nncc2CO[C@@H]1CN(C)Cc1cccc(C(F)(F)F)c1,16,1,1,1,2,4,-10,0.0,1
N#CC1=C(N)NC(SCc2ccccc2)=C(C#N)C12CCCC2,3,2,0,-6,0,7,-3,0.1,-8
CCN1CCCc2cc(CN(CCN3CCOCC3)C(=S)Nc3ccccc3C)ccc21,-9,0,1,3,-19,-3,-3,-0.3,1
Cc1cc(C)n(-c2cccc3cccnc23)n1,0,0,-1,15,0,5,0,0.3,-3
Cc1cnc(CN(C)Cc2c(C(=O)N3CCc4ccccc4C3)nc3ccc(Cl)cn23)[nH]1,-5,7,-5,-4,-6,7,5,0.5,-7
CSc1ccc(N2C(=O)NC3(CCCCC3)C2=O)cc1,14,1,-6,-4,0,-3,6,0.8,7
COc1cc(S(=O)(=O)N2CCN(C)CC2)c(OC)cc1Cl,-7,1,-2,-4,-1,11,24*,-0.2,-6
Cc1ccc(C)c(OCC(=O)Nc2ccc(S(=O)(=O)Nc3onc(C)c3C)cc2)c1,-18,0,-3,1,2,6,-8,0.4,-2
O=C(Nc1ccon1)C12CC3CC(C1)CC(n1cnc([N+](=O)[O-])n1)(C3)C2,16,1,-1,-2,4,2,-2,0.4,4
O=C(NC1CCCCC1)N1CCN(c2ccc([N+](=O)[O-])cc2)CC1,-8,10,1,3,-9,8,13,12,-10
# (further entries)
SMILES,CHO-K1 Ca PAM,M4 ag,CHRM5 agonist,CHRM4 antagonist,CHRM4 PAM,M5 antag,CHO-K1 Ca antag,CHO-K1 Ca ag,CHRM5 PAM
O=C(Nc1ccc(S(=O)(=O)Nc2nccs2)cc1)c1ccc(=O)[nH]c1,4,0,-1,-7,10,0,-7,0.2,6
CCC(CO)Oc1cc(NC(=O)c2cccc(F)c2)c2ncn(C(C)C)c2c1 (configuration not stated),17,4,-3,-4,5,3,-12,0.8,3
O=C(Nc1ccc(Cl)cc1)c1ccc2nsnc2c1,8,4,-1,-3,-6,3,10,3.0,-7
Cc1ccc(NC(=O)C(OC(=O)c2cnc(C)cn2)c2ccccc2)c([N+](=O)[O-])c1 (configuration not stated),23,-2,-1,-14,8,-3,-6,-0.9,0
COc1ccccc1NC(=O)c1ccc2nc(N3C(=O)CCC3=O)sc2c1,24,1,-2,-6,6,-4,-8,0.9,4
CCOc1ccc(C2Nc3ccc4ccccc4c3-c3c2c(=O)oc2ccccc32)cc1 (configuration not stated),-13,1,2,6,-4,4,10,-0.1,-7
CCCNC(=O)c1cc(C2CCCCN2C(=O)c2ccc(C(C)C)cc2)on1 (configuration not stated),8,7,5,-13,-4,-5,-15,4.7,-2
Cc1c(CC(=O)NCCC(=O)O)c(=O)oc2cc3oc4c(c3cc12)CCCC4,-1,0,0,-4,-9,8,7,-0.2,-8
O=C(O)C1CCCCC1C(=O)NCCCN1CCOCC1 (configuration not stated),7,0,0,7,2,0,-5,0.1,-3
Cc1cccc(C)c1NC(=O)CSc1nc(-c2ccco2)cc(C(F)(F)F)n1,27,2,0,-20,1,-4,-19,-0.4,4

# Sorted by molar mass (largest number first): 3 of the compounds above.
SMILES,CHO-K1 Ca PAM,M4 ag,CHRM5 agonist,CHRM4 antagonist,CHRM4 PAM,M5 antag,CHO-K1 Ca antag,CHO-K1 Ca ag,CHRM5 PAM
O=C(O)C1CCCCC1C(=O)NCCCN1CCOCC1 (configuration not stated),7,0,0,7,2,0,-5,0.1,-3
O=C(Nc1ccc(Cl)cc1)c1ccc2nsnc2c1,8,4,-1,-3,-6,3,10,3.0,-7
Cc1[nH]c2ccccc2c1C(=O)C(C)OC(=O)C1CCC1 (configuration not stated),-11,3,4,-11,5,-1,13,0.8,7
